Screening data (PubChem)
VHR inh color: VHR1 (DUSP3) phosphatase inhibition. P51452. recombinant VHR phosphatase, colorimetric substrate read-out. inhibition, % at 20 µM. actives 0.7% (n = 50,000). AID 1992; in the data active means inhibition above about 60%; further: some results filed as inactive read as strong as hits
Target sequence (P51452 whole entry, looked up): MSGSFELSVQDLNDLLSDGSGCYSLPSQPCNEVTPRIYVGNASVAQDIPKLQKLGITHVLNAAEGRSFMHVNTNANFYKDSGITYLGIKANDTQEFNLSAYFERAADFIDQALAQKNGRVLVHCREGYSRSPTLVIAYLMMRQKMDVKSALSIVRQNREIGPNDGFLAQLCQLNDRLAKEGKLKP
* = called active by the depositor. An excerpt (hit frequency here may not be typical).

The first seven records as a preview:
mol	VHR inh color
O=C1NC(=S)S/C1=C/c1ccc(-c2ccccc2)o1	-4
Cc1sc(NC(=O)/C=C/c2cccc(Cl)c2)nc1-c1ccccc1	-16
CC(Sc1nnc(-c2cccnc2)o1)C(=O)c1ccccc1 (stereo not drawn)	-21
CCCc1ccc(-c2nc(Cc3c(F)cccc3Cl)no2)cc1	-32
CC1C(c2ccc(Cl)cc2)NC(c2ccc(Cl)cc2)C(C)C1(C)O (stereo not drawn)	-23
CC(C)(C)c1ccc(OCC(=O)NNC(=O)C(=O)N2CCCC2)cc1	26
O=C(NCc1ccco1)c1ccc(C#Cc2ccccc2)cc1	18

Main list, from the first entry:
mol	VHR inh color
O=C1NC(=S)S/C1=C/c1ccc(-c2ccccc2)o1	-4
Cc1sc(NC(=O)/C=C/c2cccc(Cl)c2)nc1-c1ccccc1	-16
CC(Sc1nnc(-c2cccnc2)o1)C(=O)c1ccccc1 (stereo not drawn)	-21
CCCc1ccc(-c2nc(Cc3c(F)cccc3Cl)no2)cc1	-32
CC1C(c2ccc(Cl)cc2)NC(c2ccc(Cl)cc2)C(C)C1(C)O (stereo not drawn)	-23
CC(C)(C)c1ccc(OCC(=O)NNC(=O)C(=O)N2CCCC2)cc1	26
O=C(NCc1ccco1)c1ccc(C#Cc2ccccc2)cc1	18
CCC(=O)Nc1cc(OC)ccc1OC	2
Cc1ccc2c(c1)NC(c1ccc(Cl)cc1)C1=C(CC(C)(C)CC1=O)N2 (stereo not drawn)	28
COc1ccc(C)cc1NC(=O)COc1cccc2ccccc12	-4
COc1cc(OC)cc(C(=O)N2CCN(Cc3ccccc3[N+](=O)[O-])CC2)c1	-2
C=CCN1C(=O)/C(=C/c2c(C)cc(C)cc2C)SC1=S	4
O=c1c2c3c(sc2nc(SCc2ccccc2Cl)n1-c1ccccc1)CCC3	-12
CC(NC(=O)C(=O)NCCN1CCN(C(=O)c2ccc(Cl)cc2Cl)CC1)c1ccccc1 (stereo not drawn)	-4
COc1ccc(OC)c(S(=O)(=O)N2CCC(C)CC2)c1	-19

Shown field by field: entries from further up.
> CC(Sc1nnc(-c2cccnc2)o1)C(=O)c1ccccc1 (stereo not drawn)
- VHR inh color: -21
> CCCc1ccc(-c2nc(Cc3c(F)cccc3Cl)no2)cc1
- VHR inh color: -32
> CC1C(c2ccc(Cl)cc2)NC(c2ccc(Cl)cc2)C(C)C1(C)O (stereo not drawn)
- VHR inh color: -23
> CC(C)(C)c1ccc(OCC(=O)NNC(=O)C(=O)N2CCCC2)cc1
- VHR inh color: 26

(list continues)
mol	VHR inh color
O=C(Cc1ccc(Cl)cc1)Nc1cc(Cl)c(Cl)cc1Cl	2
CCOc1cccc(C(=O)Nc2nc(-c3ccc(F)cc3F)cs2)c1	-7
COc1ccc(CCNC(=O)COc2ccccc2Cl)cc1	2
CCOC(=O)c1c(N)sc(C)c1-c1ccc(Cl)cc1	-1
CCOC(=O)C1=CN(c2ccc(C)c(C)c2)C=C(C(=O)OCC)C1c1ccsc1	-6
CC1CCCN(C(=S)SCC(=O)c2cc(Br)cc(Br)c2O)C1 (stereo not drawn)	-91
O=C(O)/C=C/c1ccc(S(=O)(=O)N2CCN(CCN3C(=O)C4C5C=CC(C5)C4C3=O)CC2)cc1 (stereo not drawn)	-6
CC(=O)Oc1c(-c2ccc(Cl)cc2)c2nc3ccccc3nc2c2ccccc12	-30
Cn1c(/C=C/c2ccc([N+](=O)[O-])cc2)nc2ccccc2c1=O	-2
Cc1sc2nc(SCC(=O)N3CCN(CCO)CC3)[nH]c(=O)c2c1C	-26
NC(=O)c1ccc(NC(=O)c2cc(-c3ccc(Cl)c(Cl)c3)nc3ccccc23)cc1	-8
C=CCN1C(=O)/C(=C\c2ccc(OCc3ccccc3)cc2)SC1=S	11
CCCOc1ccc(C(=O)Nc2ncc(Cc3cccc(Cl)c3)s2)cc1	23
O=C(/C=C/c1ccc2c(c1)OCO2)Nc1ncccn1	-2
Cc1ccc(C(=O)c2ccc([N+](=O)[O-])cc2)c(C)c1	2
CCCN1CCC(=NNC(=O)c2ccc(Br)o2)CC1	-17
COc1cccc(/C=C/C(=O)c2ccc(Cl)cc2)c1	-2
CCN(CC)c1ccc(C=C(C(C)=O)C(C)=O)c(OC(C)=O)c1	-17
O=S(=O)(c1ccccc1)N1CCN(Cc2ccccc2C(F)(F)F)CC1	-15
COc1ccc(/C=C/C(=O)O)cc1S(=O)(=O)NCCO	-6
CCc1ccc(-c2cc(C(=O)N3CCN(c4ccc(F)cc4)CC3)c3ccccc3n2)cc1	13
Cn1c(/C=C/c2ccc3c(c2)OCO3)nc2ccccc2c1=O	-23
O=C(N/N=C/c1cccc([N+](=O)[O-])c1)C(=O)N1CCCCCC1	-13
CC1(C)NN(c2ccccc2)C(=S)N1CN1CCOCC1	-10
CCOc1ccc(-c2cc(C)n3nc(C(=O)N4CCOCC4)cc3n2)cc1	-12
Cc1ccc(/C=C/C(=O)NCCc2ccccc2)o1	45
O=C(COc1ccccc1Cl)N/N=C/c1ccc(-c2ccccc2[N+](=O)[O-])o1	2
Cc1onc(-c2ccccc2)c1C(=O)N1CCN(C)CC1	-3
CC(C)CN1C(=O)/C(=C/c2cccs2)SC1=S	-36
COc1ccc(CC/C(=N\O)C2(O)CCCCC2)cc1	-24
O=C1OC(c2ccc(Cl)cc2)=C/C1=C\c1cccnc1	2
O=[N+]([O-])c1ccc(Nc2c(F)c(F)c(F)c(F)c2F)cc1	-3
COc1ccc(-c2[nH]ncc2C=O)cc1OC	-3
COc1ccccc1C(=O)N1CCN(C=O)CC1	-11
CC1(C)C(c2cccs2)=[N+]([O-])C2(CCCCCC2=O)N1O (stereo not drawn)	10
O=C(NCCCN1CCOCC1)/C(=C/c1ccc(-c2cccc(Cl)c2)o1)NC(=O)c1ccccc1	-18
Cc1cccc(NC(=O)CN(c2ccc(F)cc2)S(=O)(=O)c2ccccc2)c1	-16
COC(=O)c1ccc(-c2ccc(/C=C3/SC(=S)N(Cc4ccccc4)C3=O)o2)cc1	-6
Cc1cc(=O)oc2cc(OCC(=O)OCc3ccccc3)ccc12	-1
Cc1ccccc1NC(=O)c1c(NC(=O)c2ccc([N+](=O)[O-])cc2)sc2c1CCCCC2	-14
Cc1cc(/C=N/N2C(=O)c3ccccc3C2=O)c(C)n1-c1ccc(N(C)C)cc1	2
COc1ccc(C(=O)CSc2nnc(-c3ccco3)n2-c2ccccc2)cc1	7
COc1ccc(NC(=O)c2ccccc2C(F)(F)F)cc1	-9
COc1ccc(S(=O)(=O)N2CCN(C3CCC(C)CC3)CC2)cc1 (stereo not drawn)	-3
CCOc1ccc(C(=O)NCCNc2ccc([N+](=O)[O-])cc2)cc1Cl	1
Cc1nnc(N(CCC(N)=O)CCC(N)=O)s1	-20
COc1cc(CN2CCN(Cc3ccncc3)CC2)cc(OC)c1O	-5
O=[N+]([O-])c1ccc(-c2noc(CCc3ccccc3)n2)cc1	-13
Cc1ccc(CNC(=O)CN(c2cccc([N+](=O)[O-])c2)S(=O)(=O)c2ccccc2)cc1	-16
COc1ccc2c(c1)nc(SCC(O)c1ccccc1)n2C (stereo not drawn)	-19
O=C(/C=C/Nc1ccccc1F)c1ccc(Br)cc1	3
CCN(CC)CCCNC(=O)c1cccc([N+](=O)[O-])c1C	4
O=C(CCCN1C(=O)c2cccc3cccc(c23)C1=O)N1CCN(c2ccccc2)CC1	-9
O=c1oc2cc(Oc3ccc(C(F)(F)F)cc3[N+](=O)[O-])ccc2c2c1CCCC2	-1
O=C(CC1Sc2ccc(C(F)(F)F)cc2NC1=O)Nc1ccccc1F (stereo not drawn)	7
Cc1ccc(C(=O)N2CCN(c3ccc([N+](=O)[O-])cc3)CC2)o1	19
CCOc1ccc(C(=O)N2CCN(c3ccccc3)CC2)cc1	-13
CCOc1cc(C2Nc3ccccc3NC3=C2C(=O)CC(c2ccc(OC)cc2)C3)ccc1OC(=O)C1CC1 (stereo not drawn)	-7
Cc1cccc(C(=O)NNC(=O)COc2cccc3ccccc23)c1O	-12
CCOC(=O)C(=CNc1ncccc1C)C(=O)OCC	-4

The listing continues.
Compound | VHR inh color
COc1ccc(/C=N/N2C(=O)c3ccccc3NC2c2ccc(OC)cc2)cc1 (stereo not drawn) | 7
CC1=C(C(=O)Nc2ccccc2C)C(c2ccc(F)cc2)NC(=S)N1 (stereo not drawn) | 34
COc1cc(C(=O)NN2C(=O)/C(=C/c3ccc(N(C)C)cc3)SC2=S)ccc1O | -5
COCCOC(=O)c1c(C)oc2ccc(NS(=O)(=O)c3cc(Cl)ccc3Cl)cc12 | -7
CCOC(=O)c1ccc(NC(=O)c2ccc(OCC(C)C)cc2)cc1 | -20
COc1ccc(CC(=O)Nc2ccc(NC(=O)c3ccc(Br)cc3)cc2)cc1OC | 3
O=C(/C=C/c1ccco1)N1CCC(CN2C(=O)c3cccc4cccc(c34)C2=O)CC1 | -25
COC(=O)C1=C(C)N(Cc2ccco2)C(=O)/C1=C\c1cccc([N+](=O)[O-])c1 | 66
O=C(CSc1nc2ccccc2o1)OCC(=O)c1ccc(Cl)cc1 | 1
Cc1ccc(OCC(=O)NC23CC4CC(CC(C4)C2)C3)c(Br)c1 | -9
O=C(N/N=C/c1c[nH]c2ccccc12)C1CC(=O)N(c2ccccc2)C1 (stereo not drawn) | -1
O=C(COc1ccc(Cl)cc1)NNC(=O)Cc1ccc([N+](=O)[O-])cc1 | -10
COC(=O)C1CC(OCc2ccccc2)C1 (stereo not drawn) | 2
O=C(Nc1nnc(COc2ccc(F)cc2)s1)c1ccc(F)cc1 | -8
C/C(NN1CCN(C)CC1)=C(\C#N)C(=O)NCc1ccccc1 | -14
O=C(Nc1cccc(C(F)(F)F)c1)c1ccc(CN2CCc3ccccc3C2)cc1 | 22
CC(=O)n1cc(C2C(=O)NC(=O)NC2=O)c2ccccc21 | -1
Cc1ccc(Cl)cc1NC(=O)C(=O)NN=C1CCN(C)CC1 | 19
COC(=O)C1=NN(C(=O)c2ccccc2)C(O)(c2ccc(Cl)cc2)C1 (stereo not drawn) | -40
O=C(COc1ccc(/C=N/NS(=O)(=O)c2ccccc2)cc1)Nc1cccc(Cl)c1 | -22
c1ccc(CCCN2CCN(C3CCCC3)CC2)cc1 | -1
COc1cc(OC)c(/C=N/N2CCN(c3ccccc3)CC2)c(OC)c1 | -1
CC(C)(C)NC(=O)c1cc(NC(=O)Cc2ccccc2)cc(NC(=O)Cc2ccccc2)c1 | -23
O=C1C(Cl)=C(N2CCN(c3ccccc3)CC2)C(=O)N1c1ccccc1 | 2
O=C(Nc1ccccc1C(=O)N1CCOCC1)c1ccc([N+](=O)[O-])cc1 | -7
COC(=O)CSc1nnc2n(-c3ccc(OC)cc3)c(=O)c3c4c(sc3n12)CCCC4 | 4
Cc1cc(C)c(NS(=O)(=O)c2cccc([N+](=O)[O-])c2)c(C)c1 | -8
Cc1ccc(Br)cc1S(=O)(=O)N1CCN(c2ccccc2)CC1 | -15
CC(C)COC(=O)c1ccc(NC(=O)c2cccs2)cc1 | -13
CCOC(=O)CCCSc1nc2sc3c(c2c(=O)[nH]1)CCCC3 | -13

Part of the list above in order of molecular weight, highest first.
Compound | VHR inh color
Cc1cc(C)c(NS(=O)(=O)c2cccc([N+](=O)[O-])c2)c(C)c1 | -8
CC(=O)n1cc(C2C(=O)NC(=O)NC2=O)c2ccccc21 | -1
c1ccc(CCCN2CCN(C3CCCC3)CC2)cc1 | -1

Other records
Compound | VHR inh color
COc1ccc(C(=O)N/C(=C/c2cccs2)C(=O)NCCN2CCOCC2)cc1 | -24
CCOC(=O)c1ccc(NS(=O)(=O)c2c(C)cc(C)cc2C)cc1 | -14
O=C(NCc1cccnc1)c1cnn2c(C(F)(F)F)cc(-c3ccc4c(c3)OCO4)nc12 | -29
CCc1ccc(N2C(=O)/C(=C/c3ccc(OCC(=O)O)c(Br)c3)C(=O)NC2=S)cc1 | 37
CC(Oc1ccc(Cl)cc1Cl)C(=O)N1CCN(c2ccc(Cl)cc2)CC1 (stereo not drawn) | -23
O=C(NCc1ccccn1)C(=O)Nc1ccc([N+](=O)[O-])cc1 | -8
Cc1nc(C=C2C(=O)C=Cc3ccccc32)c(O)o1 | 0
O=C1c2c(Cl)ccc(Cl)c2C(=O)N1c1ccccc1O | -7
O=C(O)CNC(=O)c1ccccc1Cl | -11
COc1cccc(-c2nnc(-c3ccc(OC)c(OC)c3)o2)c1 | -18
O=C(/C=C/c1ccccc1OCc1ccccc1)c1ccc(Cl)cc1 | 15
O=C1NC(=S)SC1=C1CCCCC1 | 3
Cc1ccc(C(=O)N(Cc2ccccc2)c2ccccc2)cc1 | -6
Brc1ccc(-c2nnc(SCCC3OCCCO3)o2)cc1 | 0
O=c1c2c3c(sc2[nH]c(=S)n1-c1ccccc1)-c1ccccc1CC3 | 4
C=CCn1c(=S)[nH]c2scc(-c3ccc(C)cc3)c2c1=O | -30
COc1cc(NC(=O)c2ccc(-c3ccccc3[N+](=O)[O-])o2)ccc1NC(=O)c1ccco1 | -18
CCCNC(=O)c1c(NC(=O)c2ccccc2Cl)sc2c1CCC(C)C2 (stereo not drawn) | 5
S=c1[nH]nc(-c2cccnc2)n1-c1ccccc1 | -31
CCOC(=O)c1ccc(N=CC2=C(O)CC(c3ccccc3)CC2=O)cc1 (stereo not drawn) | 10
O=C(NCc1ccccn1)C(=O)N/N=C/c1ccccc1C(F)(F)F | -42
O=C(NNC(=O)c1ccc(Oc2ccc(C(=O)NNC(=O)c3ccncc3)cc2)cc1)c1ccncc1 | -1
Cc1ccc(-n2cnc(N)c2C(=O)c2ccc([N+](=O)[O-])cc2)cc1 | -3
Brc1ccccc1-c1nc(-c2cccnc2)no1 | -13
COc1ccc(C2CC(=O)C3=C(C2)Nc2ccccc2NC3c2ccc(OCc3ccccc3)c(OC)c2)cc1 (stereo not drawn) | 1
Cc1cc(C(=O)NCCCn2ccnc2)ccc1[N+](=O)[O-] | -29
O=C(CC(c1ccccc1)c1ccccc1)N1CCN(c2ccc([N+](=O)[O-])cc2)CC1 | -14
Cc1ccc(C2=NN(C(=N)SC3CC(=O)N(c4ccc(F)cc4)C3=O)C(c3ccc(Br)cc3)C2)cc1 (stereo not drawn) | -16
O=C(Nc1ccc2oc(-c3ccc(F)cc3)nc2c1)c1ccccc1I | -6
Cc1ccc(-n2nc3cc(C)c(NC(=O)c4cc([N+](=O)[O-])ccc4Br)cc3n2)cc1 | 7
